# bIAP inh: blocks bovine intestinal alkaline phosphatase activity | 190,000 tested, under 10 active | AID 1019 | inhibition, % at 20 µM | purified bovine IAP, CDP-star luminescence, 30 min;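 active = over 50% inhibition of intestinal alkaline phosphatase at 20 µM in the single-dose screen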
#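 Incubation: 30 min reaction at room temperature / Material: purified bovine intestinal alkaline phosphatase (IAP) enzyme / Input: enzyme at 1/65,000,000 dilution / Dosing: 20 µM single dose / Signal: CDP-star luminescence signal / Reagent: CDP-star chemiluminescent phosphatase substrate, 30 µM final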
# Lmaj promast: inhibitors of Leishmania major promastigote growth; Leishmania major promastigotes, resazurin fluorescence viability; 200,000 compounds, 9% hits; inhibition, % at 10 µM; in the data active = inhibition above about 50%;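 also: promastigotes grown with compound for 44 hours at 28 °C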
# PPARg SRC2 recr: agonists of SRC-2 recruitment by human PPARgamma; P37231; PPARgamma LBD-SRC-2 recruitment, biochemical; activation, % at 8 µM; 200,000 compounds, 0.34% hits; in the data active = activation above about 22%;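 also: 0% = vehicle and 100% = reference agonist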
# PPARg SRC-3 ag: promotes SRC-3 coactivator recruitment by human PPARgamma; 200,000 compounds, 0.26% hits; P37231; AID 731; activation, % at 8 µM; biochemical PPARgamma/SRC-3 coactivator recruitment assay; in the data active = activation above about 23%;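 also: 0% = DMSO and 100% = reference agonist; some compounds past the cut are filed as inactive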
# ROMK primary: modulators of human ROMK potassium channel. 130,000 compounds, 2% hits. Tet-inducible ROMK, thallium flux fluorescence; actives lie on both sides. AID 1918. B-score at 10 µM;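 active = signal ratio slope over the read window, or its plate-corrected B-score, at least 3 SD from the plate mean, either direction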;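 also: B-score of the F/F0 ratio slope over 7 to 12 s after thallium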
# Target sequence (P48048 whole entry, looked up): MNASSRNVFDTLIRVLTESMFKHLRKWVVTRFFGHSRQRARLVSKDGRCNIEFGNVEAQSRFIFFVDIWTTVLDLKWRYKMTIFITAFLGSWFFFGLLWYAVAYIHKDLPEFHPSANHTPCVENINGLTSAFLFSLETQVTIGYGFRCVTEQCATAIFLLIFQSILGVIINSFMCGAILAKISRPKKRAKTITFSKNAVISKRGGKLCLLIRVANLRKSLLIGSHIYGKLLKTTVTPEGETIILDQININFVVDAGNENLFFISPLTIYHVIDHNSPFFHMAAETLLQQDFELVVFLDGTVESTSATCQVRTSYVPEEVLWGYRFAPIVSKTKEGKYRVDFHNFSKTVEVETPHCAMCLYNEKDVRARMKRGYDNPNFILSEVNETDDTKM
# DTT redox prof: compounds producing H2O2 with reducing agent – biochemical, NIH compound library profiling, artefact control for MLSCN library redox annotation, primary screen | DTT-dependent redox cycling H2O2, phenol red/HRP absorbance; 100% = 100 µM peroxide control, 0% = buffer | 200,000 compounds, 0.03% hits | activation, % at 10 µM;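 active = activation of at least 50% relative to the plate's high and low controls in the primary single-dose screen; inactive = activation below 50%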;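 also: compound incubated with DTT at 0.8 mM final as the reducing agent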
# S1P3 antagonist: blocks the human S1P3 receptor | Q99500 | CHO S1P3 NFAT-BLA reporter, FRET fluorescence, antagonist mode | inhibition, % at 4.98 µM | 170,000 compounds, 0.27% hits | AID 485;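 active = inhibition above the plate cutoff, the mean inhibition of test wells on that plate plus 3 SD, cut at about 28% in these data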;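 also: cells challenged with S1P at its EC80 of 0.8 µM; blue over green emission ratio from cleaved BLA substrate after 4 h stimulation; 0% = S1P-stimulated wells and 100% = unstimulated DMSO-only wells; some compounds past the cut are filed as inactive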
# Target sequence (Q99500 whole entry, looked up): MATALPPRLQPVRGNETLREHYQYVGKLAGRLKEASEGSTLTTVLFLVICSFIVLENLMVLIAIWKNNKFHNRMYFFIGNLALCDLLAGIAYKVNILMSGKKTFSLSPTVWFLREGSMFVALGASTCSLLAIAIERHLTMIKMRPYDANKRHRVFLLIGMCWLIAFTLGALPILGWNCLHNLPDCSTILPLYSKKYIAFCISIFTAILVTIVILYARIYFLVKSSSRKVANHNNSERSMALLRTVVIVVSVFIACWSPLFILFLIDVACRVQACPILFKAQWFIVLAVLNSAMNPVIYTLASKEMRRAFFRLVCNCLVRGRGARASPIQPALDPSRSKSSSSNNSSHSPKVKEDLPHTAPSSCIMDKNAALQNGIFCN
# RAM inhibit: blocks the yeast RAM network | S. cerevisiae dse1pr::URA3 reporter, 5-FOA growth OD615, 2 d; analog-sensitive cbk1-as2 kinase mutant strain | inhibition, % at 50 µM | 190,000 compounds, 1.8% hits;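 active = inhibition above a set limit, 3 SD over mean compound inhibition, cut at about 8.4% in these data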;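 also: 0% = DMSO-only wells with no growth and 100% = 10 µM 1-NA-PP1 full growth; inhibition rescues growth on 5-FOA so higher OD means more RAM inhibition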
# TR-FRET SRC-2 ct: TR-FRET artefact, counter-screen to PPARgamma/SRC-2 agonist assay; TR-FRET ratio at 8 µM; 200,000 compounds, 0.4% hits; active compounds read high; in the data active = TR-FRET ratio above about 2000; also: inactives centre near 1500; reference of the scale not given here
# PPARg SRC-1 ag: agonists of human PPARgamma SRC-1 coactivator recruitment | PPARgamma-SRC-1 coactivator recruitment biochemical assay | 200,000 compounds, 0.41% hits | activation, % at 8 µM; in the data active = activation above about 19%;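 also: 0% = DMSO and 100% = reference agonist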
# HMGR II inh: E. faecalis class II HMG-CoA reductase inhibition; purified E. faecalis HMGR, NADPH absorbance 340 nm kinetic; inhibition, % at 10 µM; 190,000 compounds, 0.41% hits; AID 1066;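 active = inhibition above a set limit, the median over all tested compounds plus 3 SD, cut at about 9.5% in these data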;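 also: enzyme runs in reverse so mevalonate oxidation gives rising NADPH absorbance; 0% = complete reaction with DMSO and 100% = background rate lacking mevalonate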
# * hit, by the source's call; nt = not tested or not shown.
SMILES,bIAP inh,Lmaj promast,PPARg SRC2 recr,PPARg SRC-3 ag,ROMK primary,DTT redox prof,S1P3 antagonist,RAM inhibit,TR-FRET SRC-2 ct,PPARg SRC-1 ag,HMGR II inh
CC(C)c1ccc(-c2c(C#N)c(N)nc(SCC(=O)N3CCCCC3)c2C#N)cc1,12,-4,2,-1,1.6,0.4,nt,4.2,1344,14,-1
CCN(CC)CCn1nc2c3c(cccc3c1=O)-c1ccccc1-2,4,100*,10,3,-0.31,1.4,-14,2.2,1797,8,-11
CCOC(=O)c1c(C)[nH]c(C)c1C(=O)COC(=O)c1cc(OC)c(OC)cc1OC,-13,0,8,5,0.58,-2.4,2,1.0,1802,5,-2
Cc1ccccc1N1C(S)=C(C#N)C(=O)NC1c1ccco1 (stereo not drawn),5,-2,2,3,1.4,-0.6,5,2.5,1582,-6,-3
Clc1cccc(NCc2nnc(SCc3ccc(Cl)cc3Cl)o2)c1,2,-5,-1,9,nt,1.4,nt,8.4*,1411,-1,0
COC(=O)CN1C(=S)N(c2ccc(OC)cc2)C(=O)C1CC(=O)Nc1ccc(F)cc1 (stereo not drawn),0,-5,-10,-1,0.73,0.2,1,1.2,1697,4,0
Fc1ccc(CSc2ccc3nnc(-c4ccccn4)n3n2)cc1,-12,96*,7,-3,0.28,-0.1,-10,0.4,1481,4,1
CCCCC1C(C#N)=C(C)NC2=C1C(=O)CC(C)(C)C2 (stereo not drawn),-6,35,10,0,0.79,0.2,nt,0.4,1537,-3,-4
COC(=O)c1ccc(N)c(N=CC2=C(O)CC(C)(C)CC2=O)c1,4,-2,0,5,-1,-0.1,-7,0.0,1328,-5,-2
CCOC(=O)CC(=O)CSc1nc2c(c(-c3cccs3)c1C#N)CCC2,41,-3,9,6,nt,0.5,-6,2.8,1527,4,-2
COc1ccc2occ(C(=O)c3cccs3)c2c1,45,-2,0,-2,-0.79,0.5,nt,-0.8,1507,2,-2
C#CC(CC)(CC)NC(=S)Nc1cccc(C(C)=O)c1,12,2,4,14,nt,-3.7,nt,0.4,1612,3,-3
CCOc1ccccc1N(C(=O)CNC(=O)c1ccco1)C(C(=O)NC(C)(C)C)c1ccncc1 (stereo not drawn),-8,-5,1,5,nt,0.0,-1,0.5,1609,4,-1
O=C(Nc1cccc(NC(=O)c2ccco2)c1)c1cnccn1,14,21,20,18,0.15,-0.4,nt,0.1,1326,4,-1
C=CCNC(=O)c1onc(CSc2cccc(OC)c2)c1C(=O)O,-1,-3,5,-3,nt,18,nt,2.0,1593,-8,-1
Cc1cc2[nH]c3c(c[n+](C)c4ccccc34)c2cc1C,11,100*,0,2,-1.5,0.2,-48,3.0,1314,-7,-3
CCC(C)NCC(=O)Nc1sc2c(c1C(N)=O)CCC2 (stereo not drawn),19,3,3,1,-0.15,1.3,nt,-0.8,1512,6,-8
CCN(CC)CCCNc1oc(-c2cccc(Cl)c2)nc1C#N,-3,101*,-3,0,nt,2.2,-37,0.1,1460,2,-3
Cc1nn(Cc2ccccc2)c2c1C(c1ccc(Cl)cc1)C(C#N)=C(N)O2 (stereo not drawn),6,85*,6,-2,-2.9*,-0.3,nt,0.6,1556,7,-3
CC1=C(C(=O)OCC(C)C)C(c2cc3c(cc2Br)OCO3)NC(=O)N1C (stereo not drawn),0,35,0,2,-0.68,15,1,2.0,1583,-3,-5
O=C(Nc1nc(-c2cc(F)ccc2F)cs1)C1=NN(c2ccccc2)C(=O)CC1,-7,7,2,-3,0.26,-1.9,-21,2.9,1434,1,-2
O=C(c1ccco1)N1CCC(n2nnc3ccccc32)CC1,-3,-4,-3,-4,nt,2.2,-24,1.4,1447,-7,-2
Cc1c(C)n(CC(O)CN2CCOCC2)c2ccccc12 (stereo not drawn),7,14,5,12,nt,0.2,5,0.3,1638,8,0
O=C(CSc1ccccc1Cl)c1ccco1,20,12,11,12,-0.62,1.7,11,-0.3,1653,5,5
CC(OC(=O)C1CCCCC1)C(=O)Nc1cccc(Cl)c1 (stereo not drawn),8,39,2,-2,-0.98,-0.1,-16,-0.4,1695,0,-5
Cc1cc2cc(C)c3nnc(SCC(=O)NCc4ccc5c(c4)OCO5)n3c2cc1C,-10,-3,4,7,nt,1.7,nt,-1.2,1473,2,0
O=C(NC(CO)Cc1ccccc1)c1ccccc1 (stereo not drawn),-4,-6,8,-5,0.43,0.0,-13,-0.1,1573,-8,-4
O=C(O)CC1CCCC(c2ccccc2)C1=O (stereo not drawn),15,-5,2,1,nt,0.3,-11,-0.4,1533,0,8
COc1ccc(CC(=O)NCc2nnc(SCC(=O)Nc3ccc(OC)cc3)n2C)cc1,-10,-3,1,2,0.88,8.0,-3,5.1,1525,10,-4
CCS(=O)(=O)n1nc(-c2ccc(OC)cc2)nc1SC,8,-1,0,0,-0.093,1.8,-2,1.1,1443,-1,0
CCCOc1cccc(C(=O)NC(=S)Nc2cccc(C(F)(F)F)c2)c1,10,-5,12,2,nt,-17,nt,12*,1334,-6,-6
COc1cc(OC)cc(C(=O)OCC(=O)Nc2ccc(F)cc2F)c1,-10,-10,9,5,-1.2,-0.3,-8,2.1,1710,10,-1
Cc1cc(C)c(C#N)c(SCc2nc3ccccc3[nH]2)n1,-11,5,8,5,nt,-0.1,nt,1.2,1566,3,-3
C=C(Cl)COc1ccc2c(CCCC)cc(=O)oc2c1,40,-1,13,-5,nt,-2.0,nt,0.5,1481,2,-3
CCCCN(CC(=O)NCc1ccc(F)cc1)C(=O)c1ccco1,-12,-4,-3,-2,-0.044,0.3,-13,-0.1,1655,1,-3
CCn1c(SCC(=O)N2CCCc3ccccc32)nnc1-c1c[nH]c2ccccc12,9,41,-5,2,-1.3,0.7,-12,3.4,1471,-4,-2
Cc1ccc(NC(=O)c2ccc(CNc3c(N4CCOCC4)c(=O)c3=O)cc2)cc1,0,-8,-4,-3,nt,-0.8,nt,1.5,1638,3,-1
Cc1cc(C(C)(C)C)ccc1OCCn1ccnc1,10,62*,2,5,-2.5,-0.1,nt,1.2,1561,4,-2
Cc1cc(C)c2ccc3c(C)c(C)nc3c2[nH]1,-18,56*,-10,-4,-0.37,1.1,8,1.0,1378,8,-3
O=C(COC(=O)[C@@H]1CCCN1C(=O)c1cccs1)NCCc1ccccc1,0,-2,3,3,nt,-0.2,nt,0.3,1460,4,2
Nc1ccccc1NC1=CC(=O)CC(c2ccccc2)C1 (stereo not drawn),6,6,-1,4,-0.4,0.1,-12,0.7,1527,6,-3
CCOC(=O)c1sc(NC(=O)COC(=O)CNC(=O)c2ccco2)c(C(=O)OCC)c1C,1,-2,6,-3,nt,-0.4,4,1.2,1594,-5,-2
O=C(CN1C(=O)CC(c2ccccc2)=Nc2ccccc21)NCc1ccccc1,12,4,1,-7,-0.35,0.0,nt,3.6,1552,1,-2
Cc1cccc(NC(=O)c2cnn(-c3ccc(F)cc3)c2C2CCNCC2)c1C,-5,-1,9,5,-2.1,-0.3,-7,1.1,1612,10,4
CSCCC(NC(N)=O)C(=O)NCc1ccc(Cl)cc1 (stereo not drawn),1,-4,7,-3,0.6,-0.1,nt,0.5,1526,4,-5
COc1ccc(NC(=O)CC(=O)Nc2ccc(OC)cc2OC)c(OC)c1,10,-5,8,13,-0.038,2.5,-9,0.3,1645,2,2
CC(C)CC(=O)NC(=S)N1CCN(c2ccc([N+](=O)[O-])cc2Cl)CC1,31,3,-3,0,-0.19,0.1,2,3.1,1424,-6,-1
CC(C)NC(=O)C1CCN(C(=O)N(C)C)CC1,17,-9,7,1,1.2,-1.6,-14,1.2,1573,5,-1
CCOc1c(C#N)c(C#N)c2nc(C)cc(C)n12,1,-2,-3,4,nt,3.6,-21,3.0,1508,1,-2
NCCCC[C@@H]1NC(=O)c2cc([N+](=O)[O-])cc(I)c2SC[C@@H](C(N)=O)NC(=O)[C@H](Cc2ccc(O)cc2)NC1=O,7,-9,13,5,0.15,0.5,-19,0.7,1505,2,-3
# Continued.
SMILES,bIAP inh,Lmaj promast,PPARg SRC2 recr,PPARg SRC-3 ag,ROMK primary,DTT redox prof,S1P3 antagonist,RAM inhibit,TR-FRET SRC-2 ct,PPARg SRC-1 ag,HMGR II inh
CCCc1nc2c(o1)CC(CC(C)SCC)CC2=O (stereo not drawn),3,-6,1,-4,0.66,0.1,2,0.5,1517,1,-1
CCC(C)/C(C)=N/NC(=O)c1cn(-c2ccccc2)nc1-c1ccccc1 (stereo not drawn),34,11,8,6,nt,0.5,-3,4.6,1668,1,-6
Cc1ccc(NC(=O)CN(C)C(=O)CSc2nnc(C(F)(F)F)n2C)cc1,4,-9,8,4,-0.26,-0.2,-1,2.5,1668,9,-2
COc1ccc(/C=N/n2c(-c3ccco3)nc3ccccc3c2=O)cc1,12,2,-2,10,0.068,0.3,nt,0.0,1455,-1,-11
O=C(Cn1c(N2CCN(c3ccccc3)CC2)nc2ccccc21)c1ccccc1,11,18,3,-4,nt,-2.2,nt,0.3,1414,-1,0
CCOC(=O)Cn1c(-c2nonc2NC(=O)c2ccccc2F)nc2ccccc21,-5,7,7,-1,-0.76,1.0,nt,2.8,1556,1,1
CCOC(=O)C(NC(=O)c1ccccc1OCC)(Nc1ncccn1)C(F)(F)F (stereo not drawn),-5,10,5,0,1.5,1.0,-18,2.8,1424,0,-3
O=C(C1COc2ccccc2O1)N1CCCC1 (stereo not drawn),-3,0,-9,-5,-0.63,0.1,nt,0.0,1311,-3,-7
Cc1ccc(-c2csc(NC(=O)/C=C/c3cccs3)n2)cc1C,16,8,-2,4,-0.36,0.2,-1,2.3,1642,2,-6
O=C(CN(C(=O)c1csnn1)c1cccc2ccccc12)NC1CCCC1,5,8,-1,1,-0.019,-0.4,2,-0.4,1609,0,1
O/C(=C\Sc1nnc(Cc2ccccc2)o1)c1ccc(F)cc1,10,-5,9,11,-0.46,0.0,nt,2.5,1626,2,-4
Cc1cccc2cc3c(NC(=O)CC(C)C)nn(C)c3nc12,-11,0,-12,-15,-0.017,0.1,3,4.1,1414,-2,1
CCOc1cc(C)c(-c2onc(C(F)(F)F)c2-c2csc(C)n2)c(O)c1,3,9,8,20,nt,-0.4,nt,0.3,1509,5,-5
COc1ccccc1NC(=O)CSc1nnc(CC(=O)Nc2ccccc2)n1C,5,-4,0,-3,-0.32,0.8,-22,1.1,1680,4,1
O=C(c1ccc(NC(=S)NCc2ccco2)cc1)N1CCCCC1,0,6,-3,-3,0.8,-0.5,10,0.1,1377,-2,3
